KDM4C inh: KDM4C (human) demethylase inhibition | Q9H3R0 | GST-KDM4C 2-372, H3K9me3 peptide, LANCE TR-FRET | inhibition, % at 12.5 µM | 96,000 compounds, 0.15% hits;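 active = mean replicate inhibition above about 25%, with at least 55% of replicates also reaching it, limit read from the data, passing the limit was not always enough; inconclusive = only one of those two conditions met; inactive = neither condition met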
Target sequence (Q9H3R0 2-372 limits assumed): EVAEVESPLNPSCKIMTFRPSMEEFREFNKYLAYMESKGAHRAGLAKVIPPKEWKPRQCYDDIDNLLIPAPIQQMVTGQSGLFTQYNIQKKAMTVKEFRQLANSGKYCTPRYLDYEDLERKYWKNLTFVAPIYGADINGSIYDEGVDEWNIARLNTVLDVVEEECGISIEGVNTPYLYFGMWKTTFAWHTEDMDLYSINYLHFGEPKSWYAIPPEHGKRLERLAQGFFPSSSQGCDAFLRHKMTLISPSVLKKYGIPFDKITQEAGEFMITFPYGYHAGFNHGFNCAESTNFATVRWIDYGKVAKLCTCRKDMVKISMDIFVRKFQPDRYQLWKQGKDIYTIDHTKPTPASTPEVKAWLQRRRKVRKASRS
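Material: GST-tagged GASC-1 (JMJD2C) catalytic fragment, aa 2-372. Input: enzyme final amount 10 nM. Medium: HEPES buffer, pH 7.5, plus ascorbate. Reagent: H3K9me3 peptide substrate, Fe(II), 2-oxoglutarate. Doses: single dose. Times: reaction 30 min RT, detection step 1 h RT. Measured by: LANCE TR-FRET. Evaluation: Fall in 671/618 emission ratio as inhibition.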
T cruzi growth: T. cruzi proliferation inhibition | T. cruzi beta-gal in NIH3T3, GalScreen luminescence, 90 h | inhibition, % at 8.34 µM | 77,000 compounds, 5.9% hits | AID 624255;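 active = mean inhibition above about 93%, with at least 55% of replicates each passing it, limit read from the data, passing the limit was not always enough; inconclusive = only one of those two conditions holds; inactive = neither condition holds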
C diff HTS: inhibitors of Clostridium difficile growth; Clostridium difficile clinical isolate growth, OD600, 24 h; hits give low values; growth activity, negative = inhibition, % at 16 µg/mL (by protocol); 86,000 compounds, 0.25% hits; AID 1259249;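 active = mean growth activity at or below -80% and every replicate also at or below -80%; inconclusive = mean at or below -80% but some replicate above -80%; inactive = mean growth activity above -80%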;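 also: 0% = DMSO wells and -100% = levofloxacin 16 µg/mL wells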
Pf Dd2 inh: P. falciparum Dd2 growth inhibition; SYBR Green, 72 h; hits give low values; activity change, % at 10 µM; 94,000 compounds, 2.3% hits; in the data active = activity change below about -80%; inconclusive = no clear call, values can overlap the other calls
Starred values were filed as active, the others as inactive; ? = inconclusive; . = not tested or not shown; & = joins results of further samples.

SMILES	KDM4C inh	T cruzi growth	C diff HTS	Pf Dd2 inh
O=C(C1CC1)N1C[C@H]2[C@@H](c3ccccc31)[C@@H](CO)N2C(=O)c1cccc(F)c1	-2.1	2	-4	1
O=C(N[C@H]1CC[C@H](CCNS(=O)(=O)c2ccccc2Cl)O[C@H]1CO)c1ccc(F)cc1	-0.6	-47	.	-1
COc1ccc(S(=O)(=O)Nc2ccc3c(c2)CC(=O)N([C@@H](C)CO)C[C@H](C)[C@H](CN(C)S(C)(=O)=O)O3)cc1	0.4	5	1	-9
C[C@H](CO)N1C[C@H](C)[C@@H](CN(C)Cc2ccc(-c3ccccc3)cc2)Oc2ccc(NC(=O)CCN3CCOCC3)cc2C1=O	.	-38	-13	-4
C[C@H](CO)N1C[C@H](C)[C@H](CN(C)C)Oc2cc(-c3ccncc3)ccc2S1(=O)=O	-1.7	11	-1	10
CN(C)C(=O)C[C@H]1CC[C@H](NC(=O)C2CCC2)[C@H](CO)O1	-0.3	43	-3	0
CC(=O)N(C)C[C@H]1Oc2ncc(C#C[C@@H](C)O)cc2C(=O)N([C@@H](C)CO)C[C@@H]1C	0.4	29	-1	35
COc1ccc(CN(C)C[C@H]2Oc3ccc(NS(=O)(=O)c4ccc(Cl)cc4)cc3CC(=O)N([C@@H](C)CO)C[C@H]2C)cc1	1.0	97*	-13	13
Cc1ccc(S(=O)(=O)Nc2ccc3c(c2)C(=O)N([C@H](C)CO)C[C@@H](C)[C@@H](CN(C)Cc2ccc(Cl)c(Cl)c2)O3)cc1	-0.6	?	12	-2
CCCN(C)C[C@H]1Oc2cc(C#Cc3ccccc3)ccc2S(=O)(=O)N([C@@H](C)CO)C[C@H]1C	-1.8	60	0	-59
COCc1cn(CC[C@H]2CC[C@H](NC(=O)Cc3cccnc3)[C@H](CO)O2)nn1	-0.6	-44	2	5
C[C@@H]1CCCCO[C@@H](CN(C)Cc2ccc3c(c2)OCO3)[C@@H](C)CN([C@@H](C)CO)C(=O)c2cc(NC(=O)c3ccccc3)ccc2O1	3.0	.	9	-52
O=C(C[C@H]1CC[C@@H]2[C@H](COC[C@H](O)CN2C(=O)c2ccncc2)O1)NC1Cc2ccccc2C1	-1.8	-1	0	-2
COc1ccc(NC(=O)Nc2ccc3c(c2)C(=O)N([C@@H](C)CO)C[C@@H](C)[C@@H](CN(C)C(=O)Nc2cccc4ccccc24)OCCCC[C@H](C)O3)cc1	-0.3	32	-4	-79
CC(C)C#Cc1ccc([C@H]2[C@@H](CO)N3CCCCN(S(=O)(=O)Cc4ccccc4)C[C@@H]23)cc1	0.8	109*	-8	5
CN1C(=O)c2cc(NC(=O)C3CCCC3)ccc2OC[C@H]2O[C@@H](CC(=O)NCC(F)(F)F)CC[C@H]21	-0.9	-47	-8	12
O=C(c1cccnc1)N1C[C@H]2[C@@H](c3ccccc31)[C@@H](CO)N2C(=O)Nc1ccccc1Cl	-0.3	-1	5	-10
O=C(Nc1cc(F)ccc1F)N[C@H]1CC[C@@H](CCn2cc(C3CCCCC3)nn2)O[C@@H]1CO	-0.2	.	-11	4
C[C@@H]1CN([C@@H](C)CO)C(=O)c2cc(NC(=O)Nc3ccccc3)ccc2O[C@H]1CN(C)S(=O)(=O)c1cccs1	-2.3	30	1	10
O=C(N[C@H]1C=C[C@@H](CC(=O)N2CCCCC2)O[C@H]1CO)c1ccc2c(c1)OCO2	0.3	21	.	1

Full records as entered above. Order of screens: KDM4C inh | T cruzi growth | C diff HTS | Pf Dd2 inh
CC(C)C#Cc1ccc([C@H]2[C@@H](CO)N3CCCCN(S(=O)(=O)Cc4ccccc4)C[C@@H]23)cc1 is listed as 0.8 | 109* | -8 | 5
O=C(Nc1cc(F)ccc1F)N[C@H]1CC[C@@H](CCn2cc(C3CCCCC3)nn2)O[C@@H]1CO is listed as -0.2 | . | -11 | 4
C[C@@H]1CN([C@@H](C)CO)C(=O)c2cc(NC(=O)Nc3ccccc3)ccc2O[C@H]1CN(C)S(=O)(=O)c1cccs1 is listed as -2.3 | 30 | 1 | 10
CN1C(=O)c2cc(NC(=O)C3CCCC3)ccc2OC[C@H]2O[C@@H](CC(=O)NCC(F)(F)F)CC[C@H]21 is listed as -0.9 | -47 | -8 | 12
O=C(C[C@H]1CC[C@@H]2[C@H](COC[C@H](O)CN2C(=O)c2ccncc2)O1)NC1Cc2ccccc2C1 is listed as -1.8 | -1 | 0 | -2

(continued)
SMILES	KDM4C inh	T cruzi growth	C diff HTS	Pf Dd2 inh
CO[C@H]1CN(C)C(=O)c2ccc(NS(=O)(=O)CC(F)(F)F)cc2OC[C@H](C)N(C)C[C@H]1C	-0.2	3	-1	14
CN(C)C(=O)C[C@H]1CC[C@H]2[C@@H](COC[C@H](O)CN2C(=O)C2CC2)O1	0.3	63	-3	0
O=C(C[C@H]1CC[C@@H](NC(=O)Nc2cc(F)ccc2F)[C@H](CO)O1)Nc1ccc(-c2ccccc2)cc1	-1.9	132*	.	-7
O=C(Nc1ccc(Cl)cc1)N1[C@@H]2CNC[C@H]1C2c1ccc(-c2ccccc2)cc1 (stereo partly specified)	0.3&-0.3	.	-3&59	-9&28
O=C(N[C@@H]1CC[C@@H](CCn2cc(C3(O)CCCC3)nn2)O[C@@H]1CO)C1CCC1	-5.8	.	2	6
CN1CCCCN2[C@@H](CO)[C@H](c3ccc(C#Cc4ccccc4F)cc3)[C@@H]2C1	-2.7	17	-7	-49
Cc1noc(C)c1NC(=O)Nc1cccc2c1O[C@@H](CN(C)C(=O)Nc1ccc(F)cc1)[C@H](C)CN([C@@H](C)CO)C2=O	-1.7	-44	2	16
COc1ccc(S(=O)(=O)Nc2ccc3c(c2)[C@H]2C[C@@H](CC(=O)N(C)C)O[C@@H](CO)[C@H]2O3)cc1	-0.6	-9	-8	20
O=C(C[C@@H]1CC[C@@H]2[C@H](COC[C@@H](O)CN2Cc2ccc3c(c2)OCO3)O1)Nc1ccc(-c2ccccc2)cc1	1.5	102*	64&42	-46
Cn1cnc(S(=O)(=O)N2CCCCN3[C@H](C2)[C@H](c2ccc(-c4ccccc4)cc2)[C@@H]3CO)c1	-1.0	103*	-3	6
CO[C@H]1CN(C)C(=O)c2cc(NC(=O)Nc3c(C)noc3C)ccc2OC[C@@H](C)N(CC2CC2)C[C@@H]1C	0.4	25	.	5
C[C@@H]1CN([C@@H](C)CO)C(=O)c2cc(N(C)C)ccc2O[C@@H]1CN(C)C(=O)Nc1ccccc1	4.6	.	-2	21
Cc1ccc(S(=O)(=O)N(C)C[C@H]2OCCCC[C@@H](C)Oc3ccc(NC(=O)CCCN(C)C)cc3C(=O)N([C@@H](C)CO)C[C@H]2C)cc1	2.0	-35	.	-62
C[C@@H](O)C#Cc1ccc2c(c1)O[C@H](CN(C)C(=O)Cc1ccccn1)[C@@H](C)CN([C@@H](C)CO)S2(=O)=O	0.8	-26	-1	1
CCCNC(=O)Nc1ccc2c(c1)OC[C@H](C)N(Cc1ccccn1)C[C@H](C)[C@@H](OC)CN(C)C2=O	1.3	.	-8	-8
CN1C[C@@H]2[C@H](c3ccccc31)[C@@H](CO)N2C(=O)C1CC1	-2.9	87	-6	-10
C[C@@H]1CN([C@@H](C)CO)S(=O)(=O)c2ccc(-c3ccccc3)cc2O[C@H]1CN(C)Cc1cncnc1	-0.1	77	-3	-1
Cc1cc(C(=O)Nc2ccc3c(c2)C(=O)N(C)[C@H]2CC[C@@H](CC(=O)NC4CCCC4)O[C@H]2CO3)no1	-2.0	-63	-9	-4
CO[C@@H](CN(C)C(=O)c1ccc2c(c1)OCO2)[C@H](C)CN([C@@H](C)CO)S(=O)(=O)c1ccccc1	0.6	7	.	14
CO[C@H]1CN(C)C(=O)c2cc(NC(=O)Nc3ccc(Cl)c(Cl)c3)ccc2OC[C@H](C)NC[C@H]1C	-2.1	-43	-99*	-84*
C[C@H]1CCCCO[C@H](CN(C)C(=O)Nc2ccc(C(F)(F)F)cc2)[C@@H](C)CN([C@@H](C)CO)C(=O)c2cc(N(C)C)ccc2O1	-0.2	99*	5	-8
C[C@H]1CN([C@@H](C)CO)C(=O)c2cc(C3=CCCCC3)cnc2O[C@@H]1CN(C)C(=O)NC1CCCC1	0.6	.	13	-16
Cc1ccc(S(=O)(=O)Nc2ccc3c(c2)C(=O)N([C@H](C)CO)C[C@@H](C)[C@@H](CN(C)S(=O)(=O)c2ccc(F)cc2)OCCCC[C@@H](C)O3)cc1	-0.2	.	-9	-67
CN(C)C(=O)c1cccc(-c2ccc(C3[C@H]4CNC[C@@H]3N4Cc3ccc4c(c3)OCO4)cc2)c1 (stereo partly specified)	1.2&0.4	.	-1&-5	-14&-63
C[C@@H]1CN([C@@H](C)CO)C(=O)Cc2cc(NC(=O)CCC(F)(F)F)ccc2O[C@H]1CN(C)Cc1ccc2c(c1)OCO2	0.7	54	1	-13
O=C(c1ccc2c(c1)OCO2)N1CC2(C1)[C@@H](c1ccccc1)[C@@H](CO)N2C(=O)C1CCCC1	-0.5	.	0	-2
Cc1cccc(S(=O)(=O)N(C)C[C@@H]2OCc3ccccc3-c3c(n(C)c4ccccc34)C(=O)N([C@@H](C)CO)C[C@@H]2C)c1	-1.4	100*	.	-86*
Cc1noc(C)c1NC(=O)Nc1ccc2c(c1)C(=O)N([C@@H](C)CO)C[C@H](C)[C@H](CN(C)Cc1ccccc1)OCCCC[C@H](C)O2	-0.4	19	.	-23
C[C@@H]1CN([C@H](C)CO)C(=O)c2cc(NC(=O)c3ccccc3)ccc2O[C@@H](C)CCCCO[C@H]1CN(C)S(=O)(=O)c1cccs1	-2.2	75	-3	-63
COCC(=O)N1C[C@H](C)[C@@H](OC)CN(C)C(=O)c2ccc(NC(=O)Nc3ccccc3)cc2OC[C@H]1C	0.8	-3	-1	-15
COc1ccc(NC(=O)N(C)C[C@@H]2Oc3c(NC(=O)c4nc5ccccc5s4)cccc3C(=O)N([C@@H](C)CO)C[C@@H]2C)cc1	9.6	24	4	-1
C[C@H](O)C#Cc1ccc2c(c1)O[C@H](CN(C)Cc1cncnc1)[C@@H](C)CN([C@@H](C)CO)S2(=O)=O	7.2	-40	-15	-12
C/C=C/c1ccc2c(c1)O[C@H](CN(C)S(C)(=O)=O)[C@@H](C)CN([C@@H](C)CO)S2(=O)=O	-2.0	8	4	-1
COc1cccc(S(=O)(=O)N(C)C[C@@H]2OCc3ccccc3-c3ccccc3C(=O)N([C@@H](C)CO)C[C@H]2C)c1	0.2	59	-2	-21
CC=Cc1ccc2n(c1=O)C[C@H]1[C@H](CO)[C@@H](C(=O)NC3CCC3)N(C(=O)C3CCC3)[C@@H]21 (mixture of isomers)	0.2	44	2	12
O=C(NCc1ccncn1)[C@@H]1[C@@H](CO)[C@@H]2Cn3c(ccc(-c4ccccc4)c3=O)[C@@H]2N1CC1CC1	8.5	-2	-2	10
C[C@@H]1CN([C@@H](C)CO)C(=O)c2cc(-c3ccc(C#N)cc3)cnc2O[C@H]1CN(C)Cc1cccnc1	3.2	-57	2	30
C[C@H]1CN([C@@H](C)CO)C(=O)Cc2cc(NC(=O)Cn3cnnn3)ccc2O[C@H]1CN(C)Cc1ccc(C(=O)Nc2ccccc2N)cc1	2.2	.	4	-10
O=C(C[C@H]1C=C[C@@H](NS(=O)(=O)c2ccccc2)[C@H](CO)O1)N1CCN(c2ccccc2)CC1	-1.1	.	2	42
O=C(C[C@@H]1C=C[C@H](NC(=O)C2CCC2)[C@H](CO)O1)NCCCN1CCOCC1	-1.6	28	.	18

Of the compounds above, two have a thiophene ring, fused or not:
SMILES	KDM4C inh	T cruzi growth	C diff HTS	Pf Dd2 inh
C[C@@H]1CN([C@@H](C)CO)C(=O)c2cc(NC(=O)Nc3ccccc3)ccc2O[C@H]1CN(C)S(=O)(=O)c1cccs1	-2.3	30	1	10
C[C@@H]1CN([C@H](C)CO)C(=O)c2cc(NC(=O)c3ccccc3)ccc2O[C@@H](C)CCCCO[C@H]1CN(C)S(=O)(=O)c1cccs1	-2.2	75	-3	-63

Carrying on.
SMILES	KDM4C inh	T cruzi growth	C diff HTS	Pf Dd2 inh
C[C@@H]1CCCCO[C@@H](CN(C)C(=O)CCC(F)(F)F)[C@@H](C)CN([C@@H](C)CO)C(=O)c2cc(NC(=O)c3ccccc3)ccc2O1	1.2	-46	1	-63
CC(C)NC(=O)N(C)C[C@@H]1Oc2ccc(NS(=O)(=O)c3ccccc3)cc2C(=O)N([C@H](C)CO)C[C@@H]1C	0.2	7	4	12
CC(C)NC(=O)N(C)C[C@@H]1OCCCC[C@@H](C)Oc2ccc(NC(=O)C3CCCCC3)cc2C(=O)N([C@H](C)CO)C[C@@H]1C	0.4	16	10	-10
CC(C)NC(=O)N(C)C[C@@H]1Oc2ccc(NS(C)(=O)=O)cc2CC(=O)N([C@@H](C)CO)C[C@H]1C	-0.1	.	0	2
CO[C@H]1CN(C)C(=O)c2ccc(NC(=O)c3ccccc3F)cc2OC[C@@H](C)N(C(C)=O)C[C@H]1C	-0.7	38	.	-12
CN1C(=O)c2cc(NC(=O)c3cccc(C(F)(F)F)c3)ccc2OC[C@H]2O[C@H](CC(=O)O)CC[C@H]21	-0.3	-79	-12	.
O=C(C[C@H]1C[C@H]2c3cc(NC(=O)C4CCC4)ccc3O[C@H]2[C@H](CO)O1)NCc1ccc2c(c1)OCO2	-3.4	-21	0	-3

Compound activity deposited in PubChem by Broad Institute.
